Screening results: PubChem BioAssay, several laboratories
bIAP act: bovine intestinal alkaline phosphatase activators, primary screen, biochemical, bovine IAP, CDP-star luminescence | purified bovine IAP, 30 min; active compounds read high; fold of DMSO-control signal, blank-subtracted | AID 1016, 2008 | alkaline phosphatase, intestinal [Bos taurus] | 200,000 compounds, 0.17% hits | activation factor at 20 µM;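 active means activation factor of 2 or more at 20 µM, a signal rise over negative controls twice the positive control's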
TNAP inh no acc: human TNAP enzyme inhibitors, primary screen, biochemical, luminescent, no phosphate acceptor, uHTS. inhibition, % at 20 µM. AID 1012, 2008. purified TNAP, CDP-star luminescence, 30 min. 200,000 compounds, 0.26% hits. Alkaline phosphatase, tissue-nonspecific isozyme (Homo sapiens), P05186;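 active means tissue-nonspecific alkaline phosphatase inhibition above about 50% at 20 µM in the single-dose screen, limit read from the data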;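 further: 0% = DMSO negative control and 100% = EDTA positive control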
Target sequence (P05186 whole entry, looked up): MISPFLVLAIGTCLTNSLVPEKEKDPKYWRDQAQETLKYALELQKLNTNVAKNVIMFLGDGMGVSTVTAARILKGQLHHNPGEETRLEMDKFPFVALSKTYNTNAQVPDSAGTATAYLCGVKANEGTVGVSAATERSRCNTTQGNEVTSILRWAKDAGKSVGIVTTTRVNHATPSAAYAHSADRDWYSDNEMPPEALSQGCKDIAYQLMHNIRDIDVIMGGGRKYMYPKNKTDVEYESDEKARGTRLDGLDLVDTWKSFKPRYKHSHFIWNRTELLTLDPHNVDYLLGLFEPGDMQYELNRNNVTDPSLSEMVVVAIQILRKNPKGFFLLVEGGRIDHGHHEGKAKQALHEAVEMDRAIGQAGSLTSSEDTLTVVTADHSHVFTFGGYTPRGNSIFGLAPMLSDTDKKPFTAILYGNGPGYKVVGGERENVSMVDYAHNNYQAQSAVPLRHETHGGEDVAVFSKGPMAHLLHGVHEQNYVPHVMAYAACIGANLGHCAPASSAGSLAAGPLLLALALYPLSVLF
PMI act: activators of human PMI, primary screen, biochemical, fluorescence intensity, near-Km mannose 6-phosphate; Mannose-6-phosphate isomerase (Homo sapiens), P34949; purified human PMI, coupled resazurin fluorescence, 20 min; active compounds read high; 1 = vehicle control, 0 substrate-free wells; activation factor at 20 µM; 190,000 compounds, 0.005% hits; AID 1214, 2008;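 active means activation factor of 2 or more at 20 µM, relative to plate controls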
FLuc inh counter: firefly luciferase enzyme inhibitors, primary screen, artefact control for luciferase-based inhibitor screens, biochemical, luminescence, ATPLite; Luciferin 4-monooxygenase (Photinus pyralis), P08659; 10 min; inhibition, % at 10 µM; 200,000 compounds, 1.5% hits;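 active means inhibition above about 50% when tested at 10 µM, limit read from the data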
Target sequence (P08659 whole entry, looked up): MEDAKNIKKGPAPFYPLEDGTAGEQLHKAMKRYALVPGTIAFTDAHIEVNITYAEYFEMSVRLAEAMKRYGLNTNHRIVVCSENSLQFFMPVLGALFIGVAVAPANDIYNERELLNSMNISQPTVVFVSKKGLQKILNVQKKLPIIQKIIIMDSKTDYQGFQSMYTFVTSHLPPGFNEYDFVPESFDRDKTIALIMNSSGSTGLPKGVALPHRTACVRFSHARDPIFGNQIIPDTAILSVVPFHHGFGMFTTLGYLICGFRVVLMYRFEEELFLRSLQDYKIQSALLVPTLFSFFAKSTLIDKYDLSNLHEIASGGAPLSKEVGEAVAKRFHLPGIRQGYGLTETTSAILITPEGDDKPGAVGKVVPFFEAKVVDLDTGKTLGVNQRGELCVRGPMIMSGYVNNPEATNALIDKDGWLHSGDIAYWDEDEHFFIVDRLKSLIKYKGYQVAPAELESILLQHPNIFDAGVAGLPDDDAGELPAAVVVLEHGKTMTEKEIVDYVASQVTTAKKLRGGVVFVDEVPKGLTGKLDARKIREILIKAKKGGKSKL
APP 5'UTR act: activators of APP 5'UTR luciferase reporter, primary screen, SH-SY5Y cells. SH-SY5Y APP 5'UTR luciferase reporter, luminescence; zero percent = DMSO vehicle wells. activation, % at 2 µM. 190,000 compounds, 1% hits;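 active means activation above a set limit, based on mean plus 3 SD of controls, cut at about 140% in these data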; further: values of inactives mirror those of a sister screen read the other way
TNAP inh hi DEA: human TNAP enzyme inhibitors, primary screen, biochemical, luminescent, high phosphate acceptor level, uHTS; Alkaline phosphatase, tissue-nonspecific isozyme (Homo sapiens), P05186; purified TNAP, CDP-star luminescence, 1 M DEA; inhibition, % at 20 µM; 200,000 compounds, 0.03% hits; AID 1135, 2008;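 active means over 50% inhibition of tissue-nonspecific alkaline phosphatase at 20 µM in the single-dose screen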;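 further: plate controls were DMSO wells for no effect and EDTA-quenched wells as full inhibition for full effect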
FLuc stim CS: FLuc activators, initial screening, artefact control for FLuc-dependent activation tests, biochemical, ATPlite luminescence; Luciferin 4-monooxygenase (Photinus pyralis), P08659; ATPlite luciferase biochemical, 10 min; 0 = ATP-free wells, 1 = DMSO control; activation factor at 10 µM; 200,000 tested, under 10 active; AID 1027, 2008;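 active means luciferase activation factor, scaled between plate controls, of at least 2 with compound at 10 µM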
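assay system = Luciferase/luciferin detection reagent, cell-free biochemical luciferase assay | also added = ATP substrate | times = 10 min post-reagent at room temperature | measured by = luminescence from luciferase reaction | measure = luciferase activation, seen as luminescence increase over controls | benchmarks = low control with PBS replacing ATP, high control enzyme plus ATP without compound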
TNAP act hi DEA: TNAP activators at high phosphate acceptor level, primary screen, biochemical, luminescence, uHTS. Alkaline phosphatase, tissue-nonspecific isozyme (Homo sapiens), P05186. purified TNAP, CDP-star luminescence, 1 M DEA, 30 min; active compounds read high; 0 = EDTA background, 1 = DMSO-only activity. activation factor at 20 µM. 200,000 tested, under 10 active. AID 1136, 2008;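 active means activation factor at least 2 at 20 µM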
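system = human TNAP | amount = enzyme diluted 1/800 final | reagent = 100 µM CDP-star substrate | signal = luminescent substrate turnover signal | dosing = one dose, 20 µM | benchmarks = EDTA negative control, DMSO positive control | measure = activation factor | timing = 30 min reaction, room temperature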
NF-kB expr up: activators of NF-kB expression in neurons, primary screen, cell-based, HTS. human neuronal cells, NF-kB reporter expression; active compounds read high. fold change at 12.5 µM. 190,000 compounds, 1.6% hits. AID 1239, 2008; in the data active means fold change above about 3.3
PMI act satM6P: human PMI activators, high substrate, primary screen, biochemical, fluorescence intensity, near-saturating mannose 6-phosphate. activation factor at 20 µM. 190,000 compounds, 0.34% hits. coupled PMI enzyme assay, resazurin fluorescence, 20 min; active compounds read high; 1 = untreated enzyme, 0 = substrate-free blank;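 active means activation factor of 2 or more at 20 µM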
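Test system: human PMI in coupled enzyme assay; Input: PMI at 15 ng/mL final; Medium: HEPES buffer, pH 7.4; Schedule: 20 min incubation at room temperature; Technique: resorufin fluorescence at Ex 544/Em 590 nm; Compound: 20 µM single dose; Probe or stimulus: Near-saturating mannose-6-phosphate, 1.0 mM.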
* marks the source's active call; other numbers are inactive results; x = no result given.

SMILES,bIAP act,TNAP inh no acc,PMI act,FLuc inh counter,APP 5'UTR act,TNAP inh hi DEA,FLuc stim CS,TNAP act hi DEA,NF-kB expr up,PMI act satM6P
O=C(Nc1cccc([N+](=O)[O-])c1)c1ccncc1,0.9,12,0.9,-5,15,0,1,1,0.94,0.9
Cn1c(C(=O)N2CCc3ccccc3C2)cc2oc3ccccc3c21,0.9,-2,0.8,10,59,0,0.9,1,2,0.9
CC1(C)CC(=O)c2c(-c3cccs3)n[nH]c2C1,0.9,88*,1.1,11,-8,8,0.9,0.9,1,1.1
COc1ccc(C2C3=C(CC(C)(C)CC3=O)N(C)C3=C2C(=O)CC(C)(C)C3)cc1,1.6,-27,1.1,-2,20,-6,1,1.1,0.97,1.2
CC(C)Cn1c2c(c(O)c(C(=O)Nc3ccc(F)cc3)c1=O)CCCC2,1,-11,1,-5,12,-7,1.1,1.1,1.2,1
CCCN1C(=O)SC(CC(=O)Nc2cccc3ccccc23)C1=O (stereo not drawn),1,10,0.9,-5,-26,0,1.1,1,1.2,0.7
Cc1ccc2nc(N/C(=N/S(=O)(=O)c3ccc(F)cc3)c3ccccc3)sc2c1,1,3,1.1,16,32,-1,0.8,1,1.3,0.9
CC(=O)N(C)c1ccc(NS(=O)(=O)Cc2ccccc2)cc1,1,-16,1,1,-14,-2,1,1,0.74,1.1
Cc1ccc(C)[n+](CC(=O)N2CCCCC2)c1,1,-10,1,1,-5,-2,1,1,1,1
CC(O)(CS(=O)(=O)Cc1ccccc1)C(=O)Nc1cccc(C(F)(F)F)c1 (stereo not drawn),1,-10,1,-5,11,-3,1.1,1,0.99,1
COc1cc2c(cc1OC)CN(C(=O)c1cccs1)CC2,0.9,-7,0.9,-1,16,-1,1,1,1.1,0.9
COc1cccc(-c2nc(CS(=O)CC(=O)NC3CC3)c(C)o2)c1 (stereo not drawn),0.9,-2,1,-6,x,-7,1.1,1.1,1.1,1
Cc1cc(C(=O)COc2ccccc2C(N)=O)c(C)n1C1CC1,1.1,-10,0.9,18,30,-2,0.8,1,1.3,0.8
CC(=O)Cc1nsc(NC(=O)c2ccc(-c3ccc(Cl)c(C(F)(F)F)c3)o2)n1,1,-9,1.2,-4,x,-7,1,1.1,x,1.1
NC(=NCCc1ccccc1)NS(=O)(=O)c1cccs1,0.9,-14,1.1,-2,23,-6,1,1.1,1.4,1.1
O=C(CCc1nc2cccnc2n1Cc1ccccc1)NCCc1ccc(Cl)cc1,1,-10,0.9,-8,-3,-5,1.1,1,0.96,0.9
CS(=O)(=O)N(CC(=O)NCCSCc1ccco1)c1ccc2c(c1)OCO2,0.9,-7,1,-12,-7,-8,1.1,1.1,1.1,1.1
COc1ccc(CCNC(=O)C(C)OC(=O)c2ccco2)cc1OC (stereo not drawn),0.9,-12,1.1,-1,-4,-6,1,1.1,1.1,1.1
O=C(NCCc1ccccc1)C(=S)N1CCCCC1,1,-12,1,-5,-2,-9,1.1,1.1,1.2,1.1
Cc1cccc(-n2ccnc2SCC(=O)Nc2cc(C)on2)c1,0.9,-5,0.9,2,3,0,1,1,0.98,0.9
CC(=O)N1N=C(c2ccc(Cl)cc2)OC1c1ccc(C(C)C)cc1 (stereo not drawn),0.9,-4,1,-5,-10,-5,1.1,1,1.6,1
CCCn1c(-c2ccccc2)cc(SC)c(C#N)c1=O,1.1,-7,1.1,0,4,2,1,1,1.2,1.1
CCOC(=O)c1[nH]c2ccc(OC)cc2c1NC(=O)OC,1,-13,1,-5,-4,-6,1,1.1,1.3,0.7
COc1ccccc1Nc1nnc(SCC(=O)Nc2cc(C)on2)s1,0.9,-7,0.9,-4,-4,-3,1,1,1.2,1
CCCN=C1NC(=O)C(CC(=O)NCCc2ccc(OC)c(OC)c2)S1 (stereo not drawn),1,-3,1.1,-8,-75,-3,1.1,1,1.2,1.1
O=C(Nc1ccc(S(=O)(=O)Nc2nccs2)cc1)C1CC(=O)N(c2ccccc2)C1 (stereo not drawn),0.9,-15,1.2,-6,-11,-5,1.1,1.1,1.4,1.1
O=C(Cn1cc(C(F)(F)F)ccc1=O)NC(c1ccccc1)c1ccccc1,0.8,-4,1,-2,0,-2,1,1,1.2,0.9
NC(=S)Nn1c(-c2ccccc2)nc2ccccc2c1=O,1.2,-6,1.1,-6,-1,0,1.1,1,1.2,1
CSc1ccc(CNCC(O)c2ccccc2)cc1 (stereo not drawn),1,-8,1.1,-6,-10,-6,1.1,1.1,1.2,1.1
Cc1ccc[n+](CC(=O)c2cc3ccccc3oc2=O)c1,1,4,0.9,-8,-2,0,1.1,1,1.1,0.8
COc1ccc(CCNC(=O)C(=O)N2CCCCC2)cc1OC,0.8,-10,1.1,-11,0,-4,1.1,1,1.4,1.1
Cc1cccc(NC(=O)CSc2nnc(-c3ccc(S(=O)(=O)N4CCOCC4)cc3)n2C)c1,1,-10,0.9,-5,1,-10,1.1,1.1,0.8,1
CS(=O)(=O)c1cccc(C(=O)NC(c2ccccc2)c2ccccc2)c1,1,-11,0.8,0,5,-6,1,1.1,1.1,0.8
COc1ccc(N2C(=O)CC(N3CCCC4CCCCC43)C2=O)cc1 (stereo not drawn),1,-10,1,-5,10,-4,1,1,1.8,1.1
OC1CCCN(c2ncnc3c2nnn3Cc2c(F)cccc2Cl)C1 (stereo not drawn),1.1,-9,0.9,-4,2,-6,1,1.1,1,1
CCOc1cc(CNc2ccc(OC)cc2)cc(Br)c1OCC(=O)NC(C)(C)C,1.1,-11,0.8,-10,-13,-6,1.1,1.1,0.51,0.8
COc1ccc(N2CCC(CNC(=O)Nc3ccccc3)C2)cc1 (stereo not drawn),0.9,-2,0.3,-2,5,-2,1,1,1.1,0.3
Cc1nc(Nc2ccc(Cl)cc2)c2nnn(Cc3ccccc3)c2n1,0.9,-5,1,-4,13,-1,1,1,0.93,1
CC(=O)c1cc2c(cc1NS(=O)(=O)c1ccccc1F)OCO2,1.2,-7,0.9,4,-4,0,1,1,1,0.9
CCn1c(C(=O)NCc2cccnc2)cc2sc(Cl)cc21,1.1,-15,0.8,0,15,-8,1,1.1,0.91,0.8
C/C(=N\NC(=O)c1ccc(CN(C)S(=O)(=O)c2ccc(C)cc2)cc1)c1ccc(OC(F)F)cc1,1,-12,0.9,-6,-5,-1,1.1,1,1,0.9
CC(OC(=O)CCc1nc(=O)c2ccccc2n1C)C(=O)NCc1ccc2c(c1)OCO2 (stereo not drawn),1.1,-11,1,-5,9,-4,1.1,1,0.88,1
O=C(N/N=C/c1cc2c3c(c1O)CCCN3CCC2)c1ccccc1O,0.9,-82,0.7,2,-85,19,1,0.8,1,0.5
COc1ccc(NC(=O)c2cccc(S(=O)(=O)N3CCc4ccccc43)c2)cn1,1,2,1,6,0,6,0.9,0.9,0.76,0.9
Cc1ccccc1NC(=O)CSc1nnc(-c2ccco2)c(-c2ccco2)n1,0.9,-5,0.8,1,4,4,1,1,1.3,0.5
Cn1c(=O)n(C)c2cc(NC(=O)c3cccc([N+](=O)[O-])c3)c(Br)cc21,1.2,-3,0.9,5,-15,-1,1,1,1.2,0.8
C=CCSC1=C(C#N)C(c2ccccc2Cl)C(C(=O)c2cccs2)C(O)(C(F)(F)F)N1 (stereo not drawn),1,-10,0.8,-1,10,-2,1,1,0.77,0.9
CCOC(=O)CNS(=O)(=O)c1ccc(C)cc1,0.9,-8,1,-4,2,1,1,1,1.8,1
COc1ccccc1COn1c(=O)c(-c2ccco2)[n+]([O-])c2ccccc21,0.9,-6,1.1,-2,4,2,1,1,1.1,0.9
CCn1ncc(/C=C2/SC(=S)NC2=O)c1C,1,-18,1.1,11,10,-2,0.9,1,1.2,1.1

Later entries.
SMILES,bIAP act,TNAP inh no acc,PMI act,FLuc inh counter,APP 5'UTR act,TNAP inh hi DEA,FLuc stim CS,TNAP act hi DEA,NF-kB expr up,PMI act satM6P
COc1ccccc1NC(=O)CCCc1nc(-c2ccc(OC)c(OC)c2)no1,1,-6,0.9,-2,-4,-2,1,1,1,0.9
Cc1ccccc1S(=O)(=O)NC1OC(=O)C(Oc2ccccc2)=C1Br (stereo not drawn),1.1,-4,1,-3,12,-2,1,1,0.87,1
CC(=O)Nc1ccc(NC(=O)COC(=O)Cc2cccs2)cc1,1,-2,1,-9,-17,-4,1.1,1,1.1,1
Cc1c(-c2ccn[nH]2)cc(NC(=O)c2ccc(Cl)cc2)c(=O)n1N,1.2,-29,1,-3,7,-1,1,1,1.1,0.9
CCc1sc(C(=O)Nc2ccc(NC(C)=O)cc2)cc1C,1,-6,1,-4,2,-1,1,1,1,0.9
O=C(Cc1c(F)cccc1Cl)NC1=NCCS1,1.1,-10,1,-3,-7,-5,1,1.1,0.99,0.9
O=C(NNC(=O)c1cnccn1)c1cccc([N+](=O)[O-])c1,1,-137,0.7,-3,-11,-3,1,1,1.1,0.6
CC1CN(C(=O)Nc2ccccc2)c2ccccc2-[n+]2ccsc21 (stereo not drawn),0.9,72*,1,-9,8,1,1.1,1,1.3,1
CCOC(=O)c1cc2c(C)n(-c3ccc(C)cc3)c(C)c2ccc1=O,1,-8,1.1,84*,115,-3,0.2,1,1.4,1.2
COc1ccc2c(c1)C(=O)N(c1ccccc1OC)C(=O)C2(C)C,0.9,-2,1,-11,1,-8,1.1,1.1,1.1,1

3 compounds from above, showing only APP 5'UTR act, TNAP inh no acc and NF-kB expr up.
canonical_smiles | APP 5'UTR act | TNAP inh no acc | NF-kB expr up
COc1cccc(-c2nc(CS(=O)CC(=O)NC3CC3)c(C)o2)c1 (stereo not drawn) | x | -2 | 1.1
Cc1cc(C(=O)COc2ccccc2C(N)=O)c(C)n1C1CC1 | 30 | -10 | 1.3
CC(=O)Cc1nsc(NC(=O)c2ccc(-c3ccc(Cl)c(C(F)(F)F)c3)o2)n1 | x | -9 | x
